# Screening results: PubChem, The Scripps Research Institute Molecular Screening Center
# MITF primary: MITF inhibitors, primary screen, biochemical, AlphaScreen, human; Microphthalmia-associated transcription factor (Homo sapiens), O75030; AlphaScreen MITF homodimerization, bead proximity signal; actives 0.91% (n = 650,000); inhibition, % at 2.6 µM; in the data active = inhibition above about 50%;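 note: 0% = vehicle wells with protein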
# Target sequence (O75030 whole entry, looked up): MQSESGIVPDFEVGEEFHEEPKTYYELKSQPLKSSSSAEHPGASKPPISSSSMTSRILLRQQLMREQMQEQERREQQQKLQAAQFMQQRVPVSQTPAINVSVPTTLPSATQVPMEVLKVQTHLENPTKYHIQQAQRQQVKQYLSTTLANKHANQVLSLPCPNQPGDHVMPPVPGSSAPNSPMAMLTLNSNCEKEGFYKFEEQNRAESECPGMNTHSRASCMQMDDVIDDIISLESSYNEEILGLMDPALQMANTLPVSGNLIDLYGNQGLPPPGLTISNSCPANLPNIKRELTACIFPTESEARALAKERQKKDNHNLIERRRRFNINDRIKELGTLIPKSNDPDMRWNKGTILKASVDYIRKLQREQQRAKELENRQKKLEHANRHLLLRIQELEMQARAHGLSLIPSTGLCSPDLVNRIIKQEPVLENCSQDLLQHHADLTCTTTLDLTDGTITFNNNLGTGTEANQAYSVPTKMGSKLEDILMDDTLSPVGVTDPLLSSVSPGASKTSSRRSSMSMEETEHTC
# GPR151 activ: activators of human GPR151, primary screen, cell-based, PathHunter beta-arrestin, luminescence; activation, % at 11.2 µM; G-protein coupled receptor 151 (Homo sapiens), Q8TDV0; actives 1% (n = 650,000); AID 1508602, 2020; PathHunter beta-arrestin GPR151 cells; in the data active = activation above about 4.9%;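 note: 0% = median of compound wells and 100% = cells with positive control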
# Target sequence (Q8TDV0 whole entry, looked up): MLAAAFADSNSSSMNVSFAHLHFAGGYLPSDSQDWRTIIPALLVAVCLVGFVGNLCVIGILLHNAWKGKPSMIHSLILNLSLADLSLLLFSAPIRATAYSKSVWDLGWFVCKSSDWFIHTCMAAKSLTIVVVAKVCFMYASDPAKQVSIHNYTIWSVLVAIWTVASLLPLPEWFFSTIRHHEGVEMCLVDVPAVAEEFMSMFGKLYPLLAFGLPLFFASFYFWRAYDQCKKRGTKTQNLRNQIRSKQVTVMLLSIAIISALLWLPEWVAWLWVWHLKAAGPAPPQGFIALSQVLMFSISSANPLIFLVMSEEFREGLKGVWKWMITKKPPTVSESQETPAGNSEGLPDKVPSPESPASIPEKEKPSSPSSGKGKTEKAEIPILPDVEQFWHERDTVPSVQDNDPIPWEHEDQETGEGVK
# TEAD-YAP block: TEAD-YAP interaction inhibition, primary screen, TEAD-YAP interaction inhibitor project, luminescence, HEK-TIYL cells. TEAD-Gal4/YAP UAS-luciferase luminescence. inhibition, % at 9.12 µM. actives 1.4% (n = 640,000). AID 1259422, 2018; in the data active = inhibition above about 32%;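 note: 0% = median of test compound wells and 100% = reference inhibitor wells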
# FBW7 act: FBW7 E3 ligase activators, primary screen, biochemical, AlphaScreen, human; F-box/WD repeat-containing protein 7 (Homo sapiens), Q969H0; normalized activity (activation), % at 26.1 µM; actives 0.13% (n = 650,000); AlphaScreen FBW7–phospho-cyclin E peptide binding, activator screen; in the data active = normalized activity above about 1.9%;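 note: purified mutant Fbw7 with reduced substrate affinity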
# * hit, by the source's call; & = joins results of further samples.
# Sample of the layout:
SMILES,MITF primary,GPR151 activ,TEAD-YAP block,FBW7 act
O=C(Nc1ccc2oc(-c3ccc(Br)cc3)nc2c1)c1ccc(-c2ccc(Cl)cc2)o1,-1.6,2.5,4.3,-0.1
Cc1ccc(S(=O)(=O)NNC(=O)C2COc3ccccc3O2)cc1 (configuration not stated),4.0,0.1,9.9,0.1

# Main list, from the first entry:
SMILES,MITF primary,GPR151 activ,TEAD-YAP block,FBW7 act
O=C(Nc1ccc2oc(-c3ccc(Br)cc3)nc2c1)c1ccc(-c2ccc(Cl)cc2)o1,-1.6,2.5,4.3,-0.1
Cc1ccc(S(=O)(=O)NNC(=O)C2COc3ccccc3O2)cc1 (configuration not stated),4.0,0.1,9.9,0.1
COCCn1c(C)cc(C(=O)COC(=O)c2ccc(Br)o2)c1C,1.8,-0.9,6.2,0.1
COc1ccc(-n2c(O)c(/C=C3\C=CC=N3)c(=O)[nH]c2=S)cc1,10.4,-0.8,-2.5,0.0
COc1ccc(C(=O)Nc2cccc(C(=O)Nc3cccc(Cl)c3)c2)cc1,-0.7,-0.7,-0.7,0.0
CCOc1cccc2cc(-c3csc(Nc4ccc(C(C)=O)cc4)n3)c(=O)oc12,11.2,0.8,3.3,0.2
COc1ccccc1-n1cc(-c2ccccc2)c(-c2ccnc(Nc3ccc(-n4nc(C)nc4C)cc3)c2)n1,-3.6,3.9,-9.2,-0.3
CC1(C)CC(=O)C2=C(C1)NC(=O)CC2c1ccccc1Cl (configuration not stated),4.7,-0.1,5.6,0.4
O=C(CSCc1ccccc1)Nc1ccc2sccc2c1,-11.4,-0.2,-15.7,-0.1
O=C(OC(C(=O)c1ccccc1)c1ccccc1)c1ccccn1 (configuration not stated),15.9,1.4,-11.3,-1.2
Cc1nc2sccn2c(=O)c1NC(=O)c1ccccc1Br,1.6,0.4,-5.0,-0.1
COc1c(C)cc(Br)cc1C(=O)NCc1ccccc1,-9.6,0.2,-10.5,0.0
CSc1ccccc1C(=O)NCCOc1cc(C)ccc1C(C)C,-11.1,1.0,-23.6,0.3
CCC(=O)Nc1ccc(S(=O)(=O)N2CCCC(C)C2)cc1 (configuration not stated),15.3,-1.7,-8.5,0.0
CCOC(=O)N1CCN(Cc2cccc([N+](=O)[O-])c2)CC1,-1.5,4.5,-3.3,-0.1
COc1ccccc1C(=O)[C@H]1C(=O)N[C@@]23CCN(C)C[C@@H]2[C@@H]1c1cccc(OC)c1O3,-3.5,-0.1,-8.5,-0.2
NC(=O)c1c(NC(=O)COc2ccc(Cl)cc2C2CCCCC2)sc2c1CCCC2,11.5,0.8,-8.9,0.3
Cc1ccn(-c2ccc(N3CCN(S(=O)(=O)c4ccc(Oc5ccccc5)cc4)CC3)nn2)n1,3.9,1.5,5.0,0.1
O=C(Nc1ccc2c(c1)OCO2)c1ccnc(N2CCN(c3ccccn3)CC2)c1,-0.8,-0.9,-6.3,0.3
COc1ccc(/C(O)=C2/C(=O)C(=O)N(CCCn3ccnc3)C2c2ccc(Cl)c(Cl)c2)cc1 (configuration not stated),2.6,-1.8,-11.5,-0.1
CSCCCNC(=O)Cn1nnnc1CN1CCCCCC1,7.1,13.4*,2.6,0.1
NS(=O)(=O)c1ccc(CCn2c(-c3cccc([N+](=O)[O-])c3)csc2=Nc2cccc(C(F)(F)F)c2)cc1,21.7,1.8,-5.0,0.6
Cc1ccccc1OCC(=O)N1CCCCC1,-8.0,-1.0,-14.0,-0.1
C/C=C/COC(=O)C1=C(C)NC(=O)NC1c1ccccc1OCC (configuration not stated),-5.1,-0.3,-9.6,-0.1
CCOc1ccc(C)cc1-n1nc2ccccc2n1,6.3,-0.5,-19.2,0.4
COc1ccccc1NC(=O)C1C2C=CC(O2)C1C(=O)O (configuration not stated),9.2,-0.2,-4.3,0.1
CCCC(=O)Nc1ccc(NC(=O)CC)cn1,-17.0,-0.6,-6.1,0.0
CCn1c2ccccc2n2c(=O)n(Cn3nnc4ccccc43)nc12,-4.2,1.0,-12.1,-0.2
O=S(=O)(c1ccc(Br)cc1)N1CCCN(S(=O)(=O)c2ccc(Br)cc2)CC1,-1.6,0.5,5.3,-0.1
C=CCOC(=O)C1=C(C)NC2=C(C(=O)CCC2)C1c1ccc(OCCC)c(OC)c1 (configuration not stated),-0.4,0.9,-0.1,0.0
CCOP(=O)(OCC)c1sc(=S)n(-c2ccccc2)c1N,9.9,-0.8,-6.5,-0.1
O=C(CS(=O)(=O)Cc1ccccc1)NCc1ccccc1Cl,-5.5,-2.0,3.5,0.2
COCCn1c2ccccc2n2c(=O)n(CC(=O)N(C(C)C)C(C)C)nc12,3.0,0.4,9.8,-0.1
CCc1ccccc1NC(=O)c1c(NC(=O)c2ccccc2)sc2c1CCCC2,1.5,-0.8,-9.8,0.3
CCCCCC(=O)N1c2ccccc2NC2=C(C(=O)CC(C)(C)C2)C1c1cc(OC)ccc1OC (configuration not stated),9.7,0.6,11.9,0.1
Cc1sc2nc(SCC(=O)NCc3cccs3)[nH]c(=O)c2c1C,5.5,0.9,6.0,-0.1
COc1ccc(C(=O)C2CCCN(C(=O)c3cc(C)nc4cc(F)ccc34)C2)cc1OC (configuration not stated),-11.6,0.4,-3.2,-0.2
CNC(=O)OCc1cccc(COC(=O)NC)n1,1.3,2.8,2.7,0.0
COc1ccccc1NC(=O)c1cc(S(=O)(=O)N2CCc3ccccc32)ccc1F,11.8,-0.3,-0.2,0.1
COc1ccc(C2=NN3C(C2)c2cc(Br)ccc2OC3c2ccc(C(C)C)cc2)cc1 (configuration not stated),4.9,1.1,-57.2,-0.1
COC(=O)C1=C(C)N=c2s/c(=C/c3ccc(OCc4ccccc4F)cc3)c(=O)n2C1c1ccccc1 (configuration not stated),-20.8,1.2,5.9,0.2
O=C(CNC(=O)c1ccccc1F)Nc1ccc(S(=O)(=O)NCc2ccco2)cc1,-0.9,1.2,-4.0,0.0
COc1cc(OC)c(/C=C2\C(=O)NC(=S)N(c3ccccc3F)C2=O)c(OC)c1,3.9,0.1,2.0,0.0
CCOc1ccc(-n2c(CNC(=O)c3cc(OC)c(OC)c(OC)c3)nnc2SCC(=O)Nc2nccs2)cc1,1.9,-0.7,-6.3,0.0
Cc1cccc(C)c1N=C1S/C(=C\c2cn(Cc3ccc(Cl)cc3)c3ccccc23)C(=O)N1c1ccccc1,3.8,0.5,2.9,-0.1
CC(C)Cc1nn2c(N)c(/C=C3\C=Nc4ccccc43)c(=O)nc2s1,-6.6,0.2,0.8,-0.1
Cc1nc2[nH]nc(NCc3ccc(C#N)cc3)c2c(C)c1C,17.0,-0.6,4.5,0.9
Cc1sc2nc(Cc3ccccc3)nc(Nc3cccc(Cl)c3)c2c1C,7.6,2.6,-0.3,-0.1
c1coc(CNCc2cn[nH]c2-c2cccs2)c1,6.9,0.2,4.1,0.0
CCOc1cc(CN2CCN(Cc3ccccc3)C(CCO)C2)ccc1OC (configuration not stated),-2.7,0.9,1.5,0.0
O=C(NCc1ccccc1)C1CCCN1S(=O)(=O)c1cccc2nsnc12 (configuration not stated),16.6,0.9,1.8,-0.2
COc1cccc(-c2csc(N3CCN(C(=O)Nc4ccccc4F)CC3)n2)c1,-8.1,0.0,-9.8,0.2
Cc1ccc(C(C)C)c(OCC(=O)N/N=C/c2ccc(O)c(O)c2)c1,0.2,0.8,46.5*,-0.1
O=S(=O)(O)c1cc(S(=O)(=O)O)c2c(N=Nc3ccccc3)c(O)ccc2c1,-6.4,1.0,-8.5,-0.1
CC(C)(C)c1ccc(C2Oc3ccccc3C3CC(c4ccc(Br)cc4)=NN32)cc1 (configuration not stated),1.9,-1.0,-20.1,-0.2
Cc1nnc(N2C(=O)C(O)=C(C(=O)c3ccco3)C2c2ccc(C(C)(C)C)cc2)s1 (configuration not stated),-1.6,1.3,1.8,-0.2
CCOC(=O)c1cc(-c2ccccc2)sc1NC(=S)Nn1cnnc1,15.2,-0.4,4.8,0.4
Cc1ccc(O)c(NC(=O)c2nn3c(c2Br)NC(c2cccs2)CC3C(F)(F)F)c1 (configuration not stated),2.5,0.2,1.1,0.1
CCOC(=O)CNC(=O)C1c2ccccc2Oc2ccccc21,-1.6,1.2,6.8,-0.1
CCN(Cc1ccncc1)S(=O)(=O)c1ccc(Cl)c(C(F)(F)F)c1,-5.1,-1.2,3.7,-0.1

# Next part:
SMILES,MITF primary,GPR151 activ,TEAD-YAP block,FBW7 act
NC(=O)N1CCN(c2ccc(C(F)(F)F)cc2[N+](=O)[O-])CC1,6.2,2.8,-11.0,-0.1
CC(Oc1ccc2c(c1)OCO2)C(=O)NNC(=S)NCc1ccco1 (configuration not stated),-16.9,-2.4,-0.5,-0.3
COc1ccc(CNc2nc(C)c(-c3ccn(CCO)n3)s2)c(OC)c1OC,-1.5,0.9,-12.5,-0.1
COc1ccc(/C=C(/NC(=O)c2cccc3ccccc23)C(=O)O)cc1,-6.8,0.5,-3.5,0.1
COC(=O)C1=C(C(=O)c2ccc(C)cc2)C(c2ccccc2OC)n2nnnc2N1 (configuration not stated),-6.6,-0.1,12.7,0.0
COc1ccc(C(=O)N/C(=C\c2ccccc2)C(=O)NC(CCSC)C(=O)O)cc1 (configuration not stated),7.0,0.0,-1.6,0.0
O=C(Nc1ccc(Br)cc1)C1C2C=CC3(O2)C1C(=O)N(CCC1=CCCCC1)C3C(=O)NC1CCCCC1 (configuration not stated),9.5,2.1,-1.2,0.5
O=C(CC1CS(=O)(=O)CC1CC(=O)NCc1ccccc1)NCc1ccccc1 (configuration not stated),14.1,0.1,3.5,0.4
COC(=O)c1ccc(CN2CCC3(CC2)CC3C(=O)N(C)Cc2cscn2)cc1 (configuration not stated),-6.9,-0.3,-6.5,0.0
COC(=O)c1ccc2c(=O)n(CCCC(=O)N3CCN(c4ccccc4)CC3)c(=O)[nH]c2c1,6.5,-0.8,10.9,0.1
CCOC(=O)CSc1nnc(CSc2ncccn2)n1-c1ccccc1,9.3,10.8*,-6.2,0.3
O=C(Nc1cccnc1)c1ccc(OCC(O)c2ccc(Br)cc2)cc1 (configuration not stated),14.0,2.1,1.5,0.1
CCCC1=NN(c2ccc([N+](=O)[O-])cc2)C(=O)/C1=C/c1ccc(N(C)C)cc1,8.5,1.1,3.5,0.1
COC(=O)C1=C(O)/C(=C/c2ccc(OC)c(O)c2)SC1=Nc1ccccc1,10.6,-1.6,29.6,0.0
COc1cccc(CN2CCC(CO)(Cc3ccccc3)CC2)c1,3.2,2.4,5.7,0.0
CCOc1ccc2c(c1)C(C)=CC(C)(C)N2C(=O)Nc1ccc(Cl)c(Cl)c1,10.7,1.3,-43.1,-0.1
CCOC(=O)C1=C(C)N=c2s/c(=C\c3ccc(-c4ccc(C)cc4Br)o3)c(=O)n2C1c1cc(OC)ccc1OC (configuration not stated),-3.7,-0.4,-1.6,0.0
CC1=C(C(=O)OCC(C)C)C(c2cccc([N+](=O)[O-])c2)NC(=O)N1 (configuration not stated),-7.0,1.8,-10.3,-0.1
COCC(=O)NNC(=O)COc1cc(C)c(Cl)c(C)c1,12.8,1.2,2.1,0.2
CC1=CC(C)(C)N(C(=O)CN2C(=O)c3cccc([N+](=O)[O-])c3C2=O)c2ccccc21,-2.6,-0.4,-3.5,0.0
COCCNC(=O)c1ccc(CNC(=O)c2ccc(OC)c(OC)c2)cc1,-5.6,-1.0,8.4,-0.1
CC(C)N(C(=O)CSc1nc2ccccc2n1CC(=O)NC(C)(C)C)C(C)C,-3.9,0.1,-0.2,0.1
CCN=C(NCC)SC1CC(=O)N(c2ccccc2)C1=O (configuration not stated),-3.5&6.9,1.2&-0.2,6.7&-7.6,0.0&0.3
Cc1nnsc1C(=O)N/N=C/c1ccccc1,21.8,0.8,7.3,0.0
O=C(N/N=C(\Cn1cncn1)c1ccc(F)cc1F)c1ccc(F)cc1F,-9.1,0.8,-27.6,0.0
CC(C)CCn1c(=S)[nH]c2cc(Cl)ccc2c1=O,7.5,1.4,2.5,0.2
COc1cccc(CNC(=O)CNC(=S)N(Cc2ccccc2Cl)C2CCCC2)c1,14.3,-0.6,-2.2,0.0
Cc1nc2cc(C(=O)N3CCOCC3)ccc2n1-c1ccc(Br)cc1,15.5,-0.5,3.4,-0.1
CC(C)(C)n1ncc2c(=O)n(Cc3ccccc3)cnc21,5.7,0.0,-9.0,0.0
O=C1NC(=Nc2ccccc2)S/C1=C/c1ccc(OCc2ccccc2Cl)cc1,-6.6,0.2,2.4,-0.2
O=C(NCc1cnn(-c2ccccc2)n1)C1CC(Cc2cccc3ccccc23)=NO1 (configuration not stated),7.4,-0.9,-66.1,-0.1

# Whole records from above. Order of screens: MITF primary, GPR151 activ, TEAD-YAP block, FBW7 act
# O=C(NCc1cnn(-c2ccccc2)n1)C1CC(Cc2cccc3ccccc23)=NO1 (configuration not stated) as listed: 7.4, -0.9, -66.1, -0.1
# CC(C)N(C(=O)CSc1nc2ccccc2n1CC(=O)NC(C)(C)C)C(C)C as listed: -3.9, 0.1, -0.2, 0.1
# CCN=C(NCC)SC1CC(=O)N(c2ccccc2)C1=O (configuration not stated) as listed: -3.5&6.9, 1.2&-0.2, 6.7&-7.6, 0.0&0.3
# O=C1NC(=Nc2ccccc2)S/C1=C/c1ccc(OCc2ccccc2Cl)cc1 as listed: -6.6, 0.2, 2.4, -0.2
# Cc1nnsc1C(=O)N/N=C/c1ccccc1 as listed: 21.8, 0.8, 7.3, 0.0

# Rows are unselected; 3.4% or so of the library scored in one or more.
